High-throughput results from PubChem.
PDI inh – inhibitors of human PDI, primary screen, biochemical, turbidity, single point, plate reader. inhibition, % at 10 µM. Protein disulfide-isomerase (Homo sapiens), P07237. PDI insulin aggregation turbidity, A650, 90 min. actives 0.052% (n = 350,000). AID 588391, 2011;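 active = mean inhibition across replicates of 30% or more, whatever share of single replicates reach that level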;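 note: absorbance from insulin aggregation driven by PDI reduction with DTT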
Target sequence (P07237 whole entry, looked up): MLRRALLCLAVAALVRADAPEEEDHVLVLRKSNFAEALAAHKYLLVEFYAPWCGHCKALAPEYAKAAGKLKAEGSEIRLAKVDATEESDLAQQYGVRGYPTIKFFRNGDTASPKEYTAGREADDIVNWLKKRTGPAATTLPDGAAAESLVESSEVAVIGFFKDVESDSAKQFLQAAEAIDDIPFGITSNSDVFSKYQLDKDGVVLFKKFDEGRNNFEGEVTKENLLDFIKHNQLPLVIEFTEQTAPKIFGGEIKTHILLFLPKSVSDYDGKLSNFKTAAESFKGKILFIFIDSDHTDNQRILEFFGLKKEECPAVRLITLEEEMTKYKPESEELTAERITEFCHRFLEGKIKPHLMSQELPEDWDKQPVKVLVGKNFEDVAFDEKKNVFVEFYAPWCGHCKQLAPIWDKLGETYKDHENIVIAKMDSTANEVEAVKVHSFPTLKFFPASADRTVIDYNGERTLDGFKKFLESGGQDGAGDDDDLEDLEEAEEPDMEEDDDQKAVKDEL
CaV13 FRET inh – Disruptors of the CACNA1D IQ motif to Ca2+-dependent inactivation inhibitor domain association, primary screening, Förster resonance energy transfer in intact living … | actives 0.098% (n = 340,000) | AID 743397 | inhibition, % at 12.3 µM | HEK cells, CFP/YFP FRET ICDI-IQ, plate reader, 10 min; percent FRET-ratio fall versus neutral wells;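 active = mean replicate inhibition of at least 30% and at least 1% of replicates passing that level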;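 note: 0% = median of the neutral control wells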
Vif inh – HIV Vif self-association inhibitors, primary screen, imaging, HEK293T, single point; HEK293T cells, Vif self-association by quenched fluorescence, 24 h; inhibition, % at 7.49 µM; actives 0.35% (n = 340,000); AID 602346, 2012; in the data active = inhibition above about 50%, passing the limit was not always enough; note: some results filed as inactive read as strong as hits
ABCB6 inh MLPCN – ABCB6 transporter inhibitors, primary screen, K562-ABCB6 cells, flow cytometry, MLPCN library. fluorescence ratio to DMSO, % at 10 µM. K562-ABCB6 porphyrin accumulation, 1 h; hits give low values. ATP-binding cassette sub-family B member 6 (Homo sapiens), Q9NP58. actives 0.19% (n = 360,000);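 active = fluorescence ratio to DMSO below 75%, the collection mean minus 3 SD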;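 note: signal is porphyrin accumulated inside mitochondria; 100% equals median channel fluorescence of DMSO control wells; lower ratio means ABCB6 inhibition with less porphyrin fluorescence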
MC4R antag cAMP – MC4R antagonists of cAMP signaling, primary screen, cell-based, TR-FRET, antagonist arm of biased-ligand search; MC4R-expressing cells, MTII-stimulated cAMP, LANCE TR-FRET; AID 540295, 2011; Melanocortin receptor 4 (Homo sapiens), P32245; inhibition, % at 6.5 µM; actives 0.48% (n = 360,000);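 active = inhibition above its plate's cutoff, the mean of tested wells on that plate plus 3 SD, cut at about 29% in these data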;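 note: 0% = Melanotan II alone and 100% = Melanotan II plus saturating MCL0020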
Target sequence (P32245 whole entry, looked up): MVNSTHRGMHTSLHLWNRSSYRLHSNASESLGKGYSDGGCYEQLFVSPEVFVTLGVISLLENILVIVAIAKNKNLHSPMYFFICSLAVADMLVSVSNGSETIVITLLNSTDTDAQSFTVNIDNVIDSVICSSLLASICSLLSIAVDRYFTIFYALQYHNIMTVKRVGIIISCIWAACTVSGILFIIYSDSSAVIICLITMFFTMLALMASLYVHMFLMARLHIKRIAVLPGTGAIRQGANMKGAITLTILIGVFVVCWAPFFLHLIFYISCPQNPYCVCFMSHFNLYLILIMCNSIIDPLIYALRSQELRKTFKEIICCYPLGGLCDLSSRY
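material = U2OS cells stably expressing human melanocortin 4 receptor (MC4R) | also added = Melanotan II challenge | dosing = single nominal compound dose of 6.5 µM | detection = TR-FRET with Eu-cAMP and labeled anti-cAMP, 671 nm | replication = singlicate | timing = compound 30 min, challenge 1 h, detection 1 h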
N-glyco inh – increase of ERlucT glycosylation luciferase signal, primary screen, N-linked glycosylation inhibitor project, D54 ERlucT cells, luminescence, set 2. D54 ERlucT glycosylation luciferase reporter, 24 h; percent of 100 nM tunicamycin response. reporter increase, % at 12.5 µM. actives 0.23% (n = 360,000). AID 588692, 2011;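 active = mean luciferase reporter signal, scaled so untreated is 0 and the glycosylation-blocking control 100, at or above a set limit in every replicate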;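 note: luciferase carries N-glycosylation sites so blocking glycosylation raises the light; 0% = median of neutral control wells and 100% = median of 100 nM tunicamycin wells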
MC4R ag barr – MC4R agonists recruiting beta-arrestin, primary screen, cell-based, luminescence, agonist arm of biased-ligand search; activation, % at 8.9 µM; actives 0.98% (n = 360,000); AID 540308, 2011; U2OS MC4R beta-arrestin complementation; percent of melanotan II response, DMSO zero;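 active = activation above a per-plate cutoff, the mean activation of sample wells on that plate plus 3 SD, cut at about 8% in these data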
m5-HT2A agonist – mouse Htr2a agonists via beta-arrestin recruitment, primary screen, cell-based, luminescence. activation, % at 7.6 µM. actives 0.66% (n = 360,000). CHO-K1 mHTR2A beta-arrestin complementation; percent of 30 µM serotonin response. 5-hydroxytryptamine receptor 2A (Mus musculus), P35363. AID 624169, 2012;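 active = activation above a run cutoff, the mean activation of all tested compounds plus 3 SD, cut at about 14% in these data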;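 note: 0% = plate median of compound wells and 100% = 30 µM serotonin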
aDG glyco up – activators of alpha-DG glycosylation, primary screen, uHTS, Pro5-aDG cells, AlphaScreen. alpha-DG glycosylation AlphaScreen (IIH6); 0% Pro5, 100% B10-LARGE cell signal. activation, % at 10 µM. AID 624168, 2012. actives 0.22% (n = 360,000);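 active = activation of at least 8% versus controls, or a plate z-score of at least 8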;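 note: Pro5 are CHO cells carrying HIG-tagged alpha-DG that lacks glycosylation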
Cardio protect – cardioprotection against H2O2-induced cell death, primary screen, uHTS, H9c2 cells, ATPLite luminescence | H9c2 cardiomyocytes, H2O2 injury protection, 2 h | protection from H2O2 cell death, % at 20 µM | actives 0.63% (n = 360,000) | AID 588492, 2011;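 active = compounds giving at least 50% protection of heart cells from peroxide-induced death in the single-dose screen, raw or plate-pattern-corrected value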;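 note: 0% = DMSO wells with peroxide and 100% = DMSO wells without peroxide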
* marks the source's active call; other numbers are inactive results; / = not tested or not shown.

SMILES	PDI inh	CaV13 FRET inh	Vif inh	ABCB6 inh MLPCN	MC4R antag cAMP	N-glyco inh	MC4R ag barr	m5-HT2A agonist	aDG glyco up	Cardio protect
C[C@@]12C(=O)Nc3ccc(Br)cc3C(=O)N1[C@H]1c3ccccc3OC[C@@H]1[C@@H]2c1ccccc1	2	/	-4	96	3	27*	0.7	-5	-0.1	-6
COc1ccc(C(=O)C/C(=C\C(=O)c2ccc(C)cc2)c2ccccc2)cc1	-3	-5	0	92	-6	-6	0.1	-6	0.6	-31
COc1cccc(N2C(=O)CC(N3CCN(C(=O)c4ccco4)CC3)C2=O)c1 (stereo not drawn)	3	-3	19	101	5	2	0.4	6	-0.1	-8
COc1ccccc1NC(=O)c1ccccc1NS(C)(=O)=O	1	/	12	98	17	1	-0.5	-4	0.0	-1
CCN(CC)CCNC(=O)c1cc2c(-c3cccc(OC)c3)nn(C)c2s1	-2	-19	-5	103	-6	12	-0.4	-7	0.0	17
COc1cc(O)c(C(CCN2CCOCC2)c2ccc(N(C)C)cc2)c(OC)c1 (stereo not drawn)	-2	-11	0	104	4	-3	0.3	5	-0.5	10
COCCN1C(=O)c2ccc(C(=O)Nc3nccs3)cc2C1=O	0	-5	-2	102	4	1	0.3	4	-0.1	4
CC(=O)C1=C(O)C(=O)N(Cc2ccccc2)C1c1ccc(Cl)cc1 (stereo not drawn)	-3	-4	-1	95	2	-1	-1.1	2	0.0	-13
CC1CN(c2nc(-c3ccc(Br)cc3)nnc2-c2ccccc2)CC(C)N1 (stereo not drawn)	11	-4	-1	104	9	-9	-1.4	1	1.7	-34
COC(=O)c1cc2c(ccn2-c2ccc(F)cc2)n1CC(=O)C(C)(C)C	2	-7	-2	101	8	-2	-3.1	-3	0.3	-7
Cc1csc(NC(=O)C2CCCN(S(=O)(=O)c3ccc4c(c3)oc(=O)n4C)C2)n1 (stereo not drawn)	-6	-6	-13	95	19	-2	1.0	21*	9.1*	-8
S=c1[nH]nc(COc2ccccc2)n1/N=C/c1cccc(Br)c1	-10	-3	-1	95	5	1	1.3	1	0.0	-9
COc1ccc(C2=NS(=O)(=O)N(C)C(C(=O)Nc3ccc(C(C)=O)cc3)=C2)cc1OC	12	-9	-9	95	0	2	-1.9	-4	1.3	9
Cc1cc(C)cc(OCc2ccc(C(=O)N3N=C(C(F)F)CC3(O)C(F)F)o2)c1 (stereo not drawn)	3	-3	/	97	10	1	6.7	0	-0.1	-6
COCCn1cnc2c1c(=O)n(Cc1ccccc1C#N)c(=O)n2Cc1ccccc1	-8	-3	1	96	9	2	-0.8	-5	0.0	2
CC(C(=O)Nc1ncccn1)(c1ccccc1)c1ccccc1	0	3	14	112	3	0	-0.2	7	-0.2	8
COc1ccccc1NC(=O)C1=C(C)NC(=O)NC1c1ccccc1F (stereo not drawn)	-3	-7	/	104	1	0	-0.8	11	-0.2	9
CC(C)(C)c1ccc(C(=O)Nc2ccc(F)cc2)s1	13	-19	4	89	-1	-13	4.4	2	0.1	-15
CC1Sc2ccc(S(=O)(=O)N3CCC(C(=O)N(C)Cc4ccco4)CC3)cc2NC1=O (stereo not drawn)	-10	-22	-3	105	8	1	-1.6	5	0.2	0
CC(=O)N(C1=C(O)c2ccccc2C(=O)C1=O)C1CCCCC1	-2	-8	/	88	2	0	-0.6	-3	0.1	-2
O=C(CN(C(=O)CCC(=O)Nc1ccccn1)c1cccc(F)c1)NCc1ccco1	1	-7	-5	100	8	1	-1.9	-3	-0.1	-2
O=C(Nc1ccc2c(c1)OCO2)c1ccc2c(c1)OCO2	0	-5	0	103	15	-16	1.2	1	-0.3	-13
Cc1cc(C)cc(NC(=O)COC(=O)c2cc(=O)[nH]c(=O)[nH]2)c1	-8	-6	3	96	0	0	-3.3	1	0.5	0
C[C@@H]1CC=C[C@H]2[C@H]1C(=O)N(Cc1ccccc1)[C@H]2c1ccc(-c2ccc(N(C)C)cc2)cc1F	7	-11	-3	100	4	-6	-1.5	-3	-0.4	-12

One compound at a time (already shown):
COc1ccc(C2=NS(=O)(=O)N(C)C(C(=O)Nc3ccc(C(C)=O)cc3)=C2)cc1OC is listed as PDI inh: 12; CaV13 FRET inh: -9; Vif inh: -9; ABCB6 inh MLPCN: 95; MC4R antag cAMP: 0; N-glyco inh: 2; MC4R ag barr: -1.9; m5-HT2A agonist: -4; aDG glyco up: 1.3; Cardio protect: 9
COCCn1cnc2c1c(=O)n(Cc1ccccc1C#N)c(=O)n2Cc1ccccc1 is listed as PDI inh: -8; CaV13 FRET inh: -3; Vif inh: 1; ABCB6 inh MLPCN: 96; MC4R antag cAMP: 9; N-glyco inh: 2; MC4R ag barr: -0.8; m5-HT2A agonist: -5; aDG glyco up: 0.0; Cardio protect: 2

Other records:
SMILES	PDI inh	CaV13 FRET inh	Vif inh	ABCB6 inh MLPCN	MC4R antag cAMP	N-glyco inh	MC4R ag barr	m5-HT2A agonist	aDG glyco up	Cardio protect
Cc1ccnn1CCC(=O)N1CCCC(N2CCN(c3cccc(Cl)c3)CC2)C1 (stereo not drawn)	1	-2	-2	94	3	-2	-0.1	-5	0.0	0
Cc1oc(-c2ccccc2Cl)nc1CS(=O)CC(=O)NCc1ccccc1Cl (stereo not drawn)	-12	-3	8	87	5	0	-1.1	3	0.2	-3
CC1(C)CC(=O)C(C=NC(CCC(N)=O)C(=O)O)=C(O)C1 (stereo not drawn)	-3	/	/	103	11	1	-1.9	-1	0.0	0
CCOc1ccc(C(O)(c2ccccc2OC)C(CN2CCCC2)c2ccccc2)cc1 (stereo not drawn)	-10	-2	-4	95	1	-6	1.4	-1	0.4	4
CCN(CC(=O)Nc1ccc2c(c1)OCCO2)c1ccc(S(=O)(=O)N2CCOCC2)cn1	0	-5	1	97	22	-1	-1.0	1	-0.5	13
COc1ccc(C2c3[nH]c4ccccc4c3CCN2CCCn2cccn2)c(F)c1 (stereo not drawn)	-4	7	-5	99	3	-5	-1.1	-1	0.0	-1
CCc1[nH]nc2c1C1(CCN(C(=O)OCc3ccccc3)CC1)C(C#N)=C(N)O2	4	-5	15	95	-24	-1	-3.8	-1	0.5	7
Cn1c(=O)c2c(nc(SCCN3CCOCC3)n2C)n(C)c1=O	3	-2	2	100	10	3	-0.4	-3	0.1	11
O=C(CN1C2CCCC1CC(NC(=O)C1CCCCC1)C2)NCc1ccc(F)cc1 (stereo not drawn)	3	-1	-2	95	9	-3	-3.3	1	0.2	-1
CCCCNC(=S)NNC(=O)c1ccc2c(c1)OCO2	5	-5	3	101	3	2	-0.2	1	0.0	-8
O=C(c1ccccc1NS(=O)(=O)c1ccc([N+](=O)[O-])cc1[N+](=O)[O-])N1O[C@@H]2C=C[C@H]1C2	29	-5	-5	102	-2	3	-2.6	0	0.1	-16
COc1ccc2nc3cc(Cl)ccc3c(C#N)c2c1	2	-5	-3	95	5	0	-1.8	1	0.0	-5

7 entries out of the list above, ordered by the value under CaV13 FRET inh, falling:
molecule	PDI inh	CaV13 FRET inh	Vif inh	ABCB6 inh MLPCN	MC4R antag cAMP	N-glyco inh	MC4R ag barr	m5-HT2A agonist	aDG glyco up
CC(C(=O)Nc1ncccn1)(c1ccccc1)c1ccccc1	0	3	14	112	3	0	-0.2	7	-0.2
CC(=O)C1=C(O)C(=O)N(Cc2ccccc2)C1c1ccc(Cl)cc1 (stereo not drawn)	-3	-4	-1	95	2	-1	-1.1	2	0.0
CCCCNC(=S)NNC(=O)c1ccc2c(c1)OCO2	5	-5	3	101	3	2	-0.2	1	0.0
Cc1cc(C)cc(NC(=O)COC(=O)c2cc(=O)[nH]c(=O)[nH]2)c1	-8	-6	3	96	0	0	-3.3	1	0.5
O=C(CN(C(=O)CCC(=O)Nc1ccccn1)c1cccc(F)c1)NCc1ccco1	1	-7	-5	100	8	1	-1.9	-3	-0.1
COc1cc(O)c(C(CCN2CCOCC2)c2ccc(N(C)C)cc2)c(OC)c1 (stereo not drawn)	-2	-11	0	104	4	-3	0.3	5	-0.5
CC1Sc2ccc(S(=O)(=O)N3CCC(C(=O)N(C)Cc4ccco4)CC3)cc2NC1=O (stereo not drawn)	-10	-22	-3	105	8	1	-1.6	5	0.2

Continued.
SMILES	PDI inh	CaV13 FRET inh	Vif inh	ABCB6 inh MLPCN	MC4R antag cAMP	N-glyco inh	MC4R ag barr	m5-HT2A agonist	aDG glyco up	Cardio protect
Cc1cccc(-c2nnc(SCC#N)n2C)c1	4	-5	-30	102	28	0	4.1	-3	0.0	1
CCC(C)n1[nH]c(=O)cc1N (stereo not drawn)	8	-7	8	97	16	2	5.4	-1	0.0	5
Cc1ccccc1C(=O)NC(=S)N(C)C1CCCCC1	5	/	14	97	13	2	-1.1	4	-0.1	0
COc1ccc(CN2CCN(C(=O)C3CCN(S(=O)(=O)c4cccs4)CC3)CC2)c(OC)c1OC	10	3	-1	99	6	-2	-2.1	-1	1.2	-3
NC(=O)NC(=O)COC(=O)CCSc1ccccc1	3	-6	30	97	9	1	-0.5	-1	-0.5	0
CN(C)C(CNc1ccc(C(F)(F)F)cn1)c1ccccc1 (stereo not drawn)	0	-3	-6	80	7	-1	1.7	-9	-0.2	-1
O=C(Nc1ccc(C(=O)N2CCCCC2)cc1)c1cccc([N+](=O)[O-])c1	4	-13	1	104	13	0	-2.0	7	-0.2	-6
CCn1nnc(NC(=S)NC(=O)c2ccc(-c3cccc(Cl)c3)o2)n1	1	-4	5	99	10	-1	-4.0	-7	0.0	-2
CC(=O)c1cccc(NC(=O)COC(=O)CCC(=O)c2ccc(F)cc2)c1	6	-10	13	101	12	1	0.8	-3	-0.3	2
O=C(CSCc1ccccc1Cl)N1CCN(c2ccccn2)CC1	-19	/	3	99	2	1	-1.0	3	0.5	-3
Cn1c(=O)c2c(nc(CN3CCN(c4ccc(F)cc4)CC3)n2CCN2CCOCC2)n(C)c1=O	-6	-2	0	89	0	-1	-1.1	-8	0.1	4
O=C1C/C(=C\c2c(F)cccc2Cl)N2CCC1CC2	-4	-4	-5	99	3	-2	-1.8	-1	-0.3	-2
O=C(CCNS(=O)(=O)c1c(Cl)cccc1Cl)N1CCCC1	2	-20	/	99	8	1	-0.3	-3	0.0	1
Cc1ccc(-n2nc3c(c2NC(=O)c2ccc4c(c2)OCO4)CSC3)cc1	-1	/	13	105	-4	-2	-0.8	7	0.0	-4
